Bioassay records from PubChem BioAssay.
GPR55 beta-arrestin: GPR55 agonists via beta-arrestin recruitment, primary screen, imaging, U2OS cells, beta-arrestin-GFP redistribution (AID 1961). 290,000 compounds, 0.048% hits. U2OS GPR55 beta-arrestin-GFP redistribution imaging; higher % means a stronger effect. one-dose activation, % at 10 µM; EC50 in µM for titrated hits;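 active means activation above 40% with more than 50 cells counted in the well; inconclusive means wells holding fewer than 50 cells, flagged as toxic or sparse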;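 further: U2OS osteosarcoma cells stably expressing GPR55 and beta-arrestin-GFP; plate controls were DMSO negative control for no effect and LPI positive control for full effect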
GPR35 arrestin U2OS: inhibition of zaprinast-stimulated GPR35 beta-arrestin translocation – imaging, U2OS, beta-arrestin-GFP, zaprinast agonist, primary screen (AID 2058) | inhibition, % at 10 µM, or IC50 in µM where a hit was titrated | U2OS GPR35 beta-arrestin-GFP translocation imaging, zaprinast antagonism; higher % means a stronger effect | 290,000 compounds, 0.052% hits;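 active means inhibition of at least 50% with at least 30 cells and total cytoplasm GFP at most 10,000,000; inconclusive means under 30 cells or total GFP of 10,000,000 plus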
AID2073: inhibitors of Mint1-CaV2.2 protein interaction, biochemical, HTRF (AID 2073); HTRF protein-protein interaction, Mint1-CaV2.2; higher % means a stronger effect; 290,000 compounds, 0.19% hits; inhibition, % at 20 µM; hits with a dose series show IC50 in µM; in the data active means inhibition mostly above about 51%, no sharp cut-off; inconclusive means no clear call, values can overlap the other calls; inactive means mostly below about 53%; further: some results filed as inactive read as strong as hits
Yfh1-off respiration: mitochondrial function rescue without frataxin homolog – Friedreich's ataxia, plus single-dose screen, dose response (AID 1465). 220,000 compounds, 0.074% hits. fold induction at 50 µM; hits with a dose series show EC50 in µM. S. cerevisiae Yfh1-off respiration, WST-1 reduction, 72 h; higher fold induction means a stronger effect;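 active means fold induction of absorbance versus untreated yeast above a set limit, then at least 30% activation at any dose in follow-up; inconclusive means repeats straddling the limit, or above it without dose testing; inactive means fold induction below the set limit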;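 further: activators that raise dye reduction in frataxin-depleted yeast; strong numbers were not always called active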
GPR55 LPI antagonism: inhibition of LPI-stimulated GPR55 beta-arrestin translocation – imaging, U2OS, beta-arrestin-GFP, LPI agonist, primary screen (AID 2013); U2OS GPR55 beta-arrestin-GFP translocation imaging, LPI antagonism; higher % means a stronger effect; 290,000 compounds, 0.13% hits; inhibition, % at 10 µM, or IC50 in µM where a hit was titrated;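 active means spots per cell inhibited over 60%, with over 100 cells counted and total cytoplasm intensity under 500,000; inconclusive means wells with under 100 cells, flagged as likely toxic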;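 further: U2OS cells stably carrying GPR55 and arrestin-GFP stimulated by 5 µM LPI near EC80; imaged beta-arrestin-GFP aggregate spots per cell after agonist stimulation; plate controls were LPI-stimulated DMSO wells for no effect and DMSO wells without LPI for full effect; some results filed as inactive read as strong as hits; confirmed hits need IC50 under 10 µM and bright autofluorescent wells are also inconclusive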
MgcRacGAP inhibition: MgcRacGAP GTPase-activating activity inhibitors, confirmation, biochemical, ADP Hunter fluorescence. one-dose inhibition, % at 30 µM; IC50 in µM for titrated hits. MgcRacGAP-stimulated Rac1 GTP hydrolysis, ADP Hunter fluorescence; higher % means a stronger effect; GST-tagged Rac1 F28L mutant substrate. 340,000 compounds, 0.6% hits. AID 624330;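 active means first-screen hits whose inhibition reached a set limit at any dose in the follow-up dose series; inconclusive means inhibition above the set first-screen limit but never retested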;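 further: fluorescence reports GDP produced by GAP-driven GTP hydrolysis; strong numbers were not always called active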
Dengue-2 NS5 capping: flavivirus cap methylation enzyme inhibition – biochemical, confirmation dose response, primary screen (AID 588689). Dengue-2 NS5 methyltransferase capping enzyme assay, biochemical; higher % means a stronger effect. inhibition, % at 25 µM, or IC50 in µM where a hit was titrated. 340,000 compounds, 0.3% hits; in the data active means a potency from the dose series; inconclusive means inhibition above about 29% without an active follow-up result
NTR1 ag: agonists of NTR1, primary screen, imaging, U2OS cells, beta-arrestin-GFP, high content (AID 493036) | NTR1-U2OS beta-arrestin-GFP spot imaging, agonist mode | 330,000 compounds, 0.17% hits | activation, % at 20 µM | P30989;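 active means activation at or above 40% of the spot to cytoplasm intensity ratio, with at least 20 cells analyzed; inconclusive means wells under 20 cells, flagged as cytotoxic or low count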;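 further: 0% = DMSO without peptide and 100% = 100 nM NTR1 peptide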
Target sequence (P30989 whole entry, looked up): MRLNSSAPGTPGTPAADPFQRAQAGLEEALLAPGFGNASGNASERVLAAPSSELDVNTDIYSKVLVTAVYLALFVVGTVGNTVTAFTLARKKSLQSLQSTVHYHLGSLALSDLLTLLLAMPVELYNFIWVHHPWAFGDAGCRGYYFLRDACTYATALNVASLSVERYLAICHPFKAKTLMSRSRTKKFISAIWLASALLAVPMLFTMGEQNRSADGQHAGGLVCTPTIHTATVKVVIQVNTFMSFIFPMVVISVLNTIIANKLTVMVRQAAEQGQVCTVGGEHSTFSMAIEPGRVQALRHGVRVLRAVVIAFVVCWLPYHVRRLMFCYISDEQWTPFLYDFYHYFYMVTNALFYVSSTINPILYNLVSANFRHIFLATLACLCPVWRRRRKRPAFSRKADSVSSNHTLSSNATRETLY
Large T inhibition: SV40 large T antigen inhibitors, biochemical (AID 1903); inhibition, % at 20 µM, or IC50 in µM where a hit was titrated; SV40 large T antigen ATPase/helicase inhibition assay; higher % means a stronger effect; 310,000 compounds, 0.39% hits; in the data active means a potency from the dose series; inconclusive means inhibition mostly from about 32% at the one dose, without a potency; inactive means the rest, 99 in 100 with inhibition below about 32%; further: strong numbers were not always called active
NTR1 ag cell count 20 µM: recorded beside NTR1 ag, whose call it bears; cell count; measured here: cell count, cytotoxicity flag
Active calls of the source: *; i = inactive; ? = inconclusive; nt = no result given.

SMILES	GPR55 beta-arrestin	GPR35 arrestin U2OS	AID2073	Yfh1-off respiration	GPR55 LPI antagonism	MgcRacGAP inhibition	Dengue-2 NS5 capping	NTR1 ag	NTR1 ag cell count 20 µM	Large T inhibition
O=C(CCn1cnc(-c2ccccc2)c1-c1ccccc1)N/N=C/c1ccc(O)cc1	0.3%	-10%	-1%	i	0%	28%	-7%	3.7	92	?
COC(=O)c1c(C)nc2c(c(SC)nn2-c2ccccc2)c1N	0.3%	3%	-4%	i	-14%	6%	-3%	3.5	49	1%
Cc1cc(CNC(=O)c2cc(COc3ccc(F)c(F)c3)on2)nn1C	-0.1%	-10%	0%	nt	0%	7%	-7%	1.0	72	21%
O=[N+]([O-])c1cccc(S(=O)(=O)Nc2ccc(-c3ccc(N4CCCC4)nn3)cc2)c1	nt	nt	nt	nt	nt	5%	-8%	0.1	69	29%
COc1ccc(CCN(C)C(=O)CCc2nnc(-c3ccccc3)o2)cc1OC	0.2%	-2%	3%	i	5%	10%	-3%	0.8	92	-4%
COc1ccc(NC(=O)Nc2ccc(Cc3ccncc3)cc2)cc1OC	-0.1%	20%	-2%	i	0%	0%	-7%	-1.1	62	7%
CC1CCCC(C)N1C(=O)c1cc(F)c(F)cc1Cl (stereo not drawn)	0.2%	-10%	6%	i	3%	9%	0%	-4.8	75	-3%
O=C(O)CN1C(=O)c2ccc(Oc3cccc4c3C(=O)N(CC(=O)O)C4=O)cc2C1=O	-0.1%	-8%	4%	i	0%	8%	-3%	-1.8	50	-16%
Cc1ccc(O)c(C(=O)c2cc(C#N)c(=O)n(-c3nccs3)c2)c1	0.2%	-12%	29%	i	-4%	16%	?	-1.3	51	17%
CCCCn1c(N)c(N(CC)C(=O)CSCC(=O)Nc2ccc(OC)cc2)c(=O)[nH]c1=O	nt	nt	nt	nt	nt	9%	-8%	0.5	61	3%
COc1cccc(CNC(=O)c2ccc(OCC(=O)N3CCOCC3)c(OC)c2)c1	nt	nt	nt	nt	nt	-6%	-9%	-1.3	39	12%
Cc1cc(CNC(=O)COc2ccc(C)c(C)c2)c2ccccc2n1	-0.6%	-12%	-9%	i	6%	9%	-8%	0.5	49	14%
COc1ccc2c(c1)SCCC2=O	0.0%	-6%	5%	i	6%	9%	-6%	2.2	24	4%
O=C(O)c1csc(-c2cccs2)n1	0.9%	4%	4%	i	-19%	9%	-2%	-0.5	58	-2%
Cc1ccc2nc(C(=O)N3CCCC(Nc4ccc(F)cc4)C3)cn2c1 (stereo not drawn)	-0.1%	7%	-2%	nt	6%	-1%	-2%	0.5	57	12%

Twelve consecutive records already listed, for reference:
SMILES	GPR55 beta-arrestin	GPR35 arrestin U2OS	AID2073	Yfh1-off respiration	GPR55 LPI antagonism	MgcRacGAP inhibition	Dengue-2 NS5 capping	NTR1 ag	NTR1 ag cell count 20 µM	Large T inhibition
O=[N+]([O-])c1cccc(S(=O)(=O)Nc2ccc(-c3ccc(N4CCCC4)nn3)cc2)c1	nt	nt	nt	nt	nt	5%	-8%	0.1	69	29%
COc1ccc(CCN(C)C(=O)CCc2nnc(-c3ccccc3)o2)cc1OC	0.2%	-2%	3%	i	5%	10%	-3%	0.8	92	-4%
COc1ccc(NC(=O)Nc2ccc(Cc3ccncc3)cc2)cc1OC	-0.1%	20%	-2%	i	0%	0%	-7%	-1.1	62	7%
CC1CCCC(C)N1C(=O)c1cc(F)c(F)cc1Cl (stereo not drawn)	0.2%	-10%	6%	i	3%	9%	0%	-4.8	75	-3%
O=C(O)CN1C(=O)c2ccc(Oc3cccc4c3C(=O)N(CC(=O)O)C4=O)cc2C1=O	-0.1%	-8%	4%	i	0%	8%	-3%	-1.8	50	-16%
Cc1ccc(O)c(C(=O)c2cc(C#N)c(=O)n(-c3nccs3)c2)c1	0.2%	-12%	29%	i	-4%	16%	?	-1.3	51	17%
CCCCn1c(N)c(N(CC)C(=O)CSCC(=O)Nc2ccc(OC)cc2)c(=O)[nH]c1=O	nt	nt	nt	nt	nt	9%	-8%	0.5	61	3%
COc1cccc(CNC(=O)c2ccc(OCC(=O)N3CCOCC3)c(OC)c2)c1	nt	nt	nt	nt	nt	-6%	-9%	-1.3	39	12%
Cc1cc(CNC(=O)COc2ccc(C)c(C)c2)c2ccccc2n1	-0.6%	-12%	-9%	i	6%	9%	-8%	0.5	49	14%
COc1ccc2c(c1)SCCC2=O	0.0%	-6%	5%	i	6%	9%	-6%	2.2	24	4%
O=C(O)c1csc(-c2cccs2)n1	0.9%	4%	4%	i	-19%	9%	-2%	-0.5	58	-2%
Cc1ccc2nc(C(=O)N3CCCC(Nc4ccc(F)cc4)C3)cn2c1 (stereo not drawn)	-0.1%	7%	-2%	nt	6%	-1%	-2%	0.5	57	12%

3 compounds from above, arranged by their value in Dengue-2 NS5 capping, ascending:
canonical_smiles	GPR35 arrestin U2OS	AID2073	MgcRacGAP inhibition	Dengue-2 NS5 capping	Large T inhibition
COC(=O)c1c(C)nc2c(c(SC)nn2-c2ccccc2)c1N	3%	-4%	6%	-3%	1%
Cc1ccc2nc(C(=O)N3CCCC(Nc4ccc(F)cc4)C3)cn2c1 (stereo not drawn)	7%	-2%	-1%	-2%	12%
CC1CCCC(C)N1C(=O)c1cc(F)c(F)cc1Cl (stereo not drawn)	-10%	6%	9%	0%	-3%

(more compounds)
SMILES	GPR55 beta-arrestin	GPR35 arrestin U2OS	AID2073	Yfh1-off respiration	GPR55 LPI antagonism	MgcRacGAP inhibition	Dengue-2 NS5 capping	NTR1 ag	NTR1 ag cell count 20 µM	Large T inhibition
O=C(Nc1ccc2nn(-c3ccccc3)nc2c1)c1ccc(Br)o1	0.8%	16%	4%	i	-2%	4%	-2%	7.6	63	12%
COc1ccc(/C=C2\SC(=S)N(CCCC(=O)N3CCCCC3CCO)C2=O)cc1 (stereo not drawn)	-0.1%	-11%	4%	nt	8%	7%	3%	4.8	63	6%
Cc1cccc(NC(=S)Nc2ccc3cn[nH]c3c2)c1	-0.2%	-17%	-12%	i	-6%	12%	2%	-0.3	85	4%
Cc1ccccc1Nc1nc(N)nc(CSc2nncn2C)n1	-0.3%	1%	4%	i	10%	8%	-5%	-0.9	70	1%
CCOc1ncccc1C(=O)OCC(=O)Nc1ccc(S(=O)(=O)N2CCOCC2)cc1	0.6%	17%	3%	i	0%	11%	-1%	4.9	67	2%
Cc1c(O)ccc(C(=O)COc2ccc(F)cc2)c1O	-0.2%	9%	21%	i	0%	-6%	-5%	1.0	45	14%
CCn1c(SCC(=O)N2CCN(c3ccccc3)CC2)nnc1-c1ccncc1	0.6%	-3%	11%	i	-1%	nt	nt	nt	nt	18%
CCOc1cc(/C=C(\C#N)c2nc(-c3cccs3)c(NC(C)=O)s2)ccc1O	-0.4%	-3%	26%	i	-2%	15%	-1%	nt	nt	14%
CCOC(=O)c1nnn(-c2nonc2N)c1-c1ccc(OC)cc1	0.0%	0%	-6%	i	0%	2%	3%	0.4	40	4%
Cc1c(C(=O)N2CCCCC2)oc2ccc(S(=O)(=O)N3CC(C)CC(C)C3)cc12 (stereo not drawn)	-0.3%	8%	-1%	i	7%	10%	-7%	5.2	56	9%
FC(F)Oc1ccc(NC(=S)NNc2ccnc3cc(Cl)ccc23)cc1	-0.4%	-12%	32%	i	3%	6%	-27%	2.0	46	9%
CCC1(c2ccc(F)cc2)NC(=O)N(CC(=O)Nc2ccc(S(N)(=O)=O)cc2)C1=O (stereo not drawn)	1.7%	-3%	-7%	i	6%	3%	-11%	-1.1	43	9%

Outcome played no part in choosing rows; 1.7% or so of the library scored in one or more.
